Peg3 promoter: inhibitors of Peg3 promoter. HeLa PEG-Prom luciferase reporter, luminescence, overnight. inhibition, % at 20 µM. hit rate 1.7% among 360,000. AID 588405;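 active = inhibition of at least 50% at 20 µM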
aDG glyco act: increases alpha dystroglycan glycosylation. Pro5-aDG cells, alpha-DG glycosylation AlphaScreen (IIH6); 0% Pro5, 100% B10-LARGE cell signal. activation, % at 10 µM. hit rate 0.22% among 360,000. AID 624168;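 active = activation of at least 8% versus controls, or a plate z-score of at least 8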;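 also: Pro5 are CHO cells carrying HIG-tagged alpha-DG that lacks glycosylation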
MITF TRPM1 inh: reduces MITF-dependent TRPM1 promoter luciferase signal; SK-MEL-5 TRPM1 promoter luciferase, 24 h; inhibition, % at 12.5 µM; hit rate 0.83% among 330,000; AID 488899;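 active = mean inhibition across replicates of 60% or more, whatever share of single replicates reaches that level; inconclusive = some that reach 60%, reason not given; inactive = mean inhibition across replicates below 60%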; also: values of inactives mirror those of a sister screen read the other way
HIF-2a block: inhibitors of HIF-2a | 786-0 RCC cells HIF-2a reporter, luciferase luminescence, overnight | inhibition, % at 18.8 µM | hit rate 0.72% among 360,000;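 active = inhibition of the luminescence signal of 40% or more relative to plate controls, in a single-dose primary screen at 18.75 µM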
hiPSC survival: hiPSC single-cell survival enhancement; survival enhancement, % at 20 µM; AID 602274; hit rate 0.044% among 360,000; ATPlite luminescence; 100% = ROCK inhibitor wells, 0% = DMSO; in the data active = survival enhancement above about 18%;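 also: cells exposed to compounds for 16 hours before the ATP read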
Exocytosis inh: blocks lytic granule exocytosis; AID 651702; hit rate 0.66% among 360,000; inhibition, % at 10 µM; TALL-104 LAMP-1 surface exposure, flow cytometry; cells stimulated with thapsigargin and PMA;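 active = inhibition above about 55%, limit read from the data; inconclusive = no clear call, values can overlap the other calls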
PDI turbidity: blocks human protein disulfide isomerase activity. P07237. PDI insulin aggregation turbidity, A650, 90 min. inhibition, % at 10 µM. hit rate 0.052% among 350,000;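 active = mean inhibition across replicates of 30% or more, whatever share of single replicates reach that level; inconclusive = mean inhibition below 30% while every single replicate reaches 30%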;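 also: absorbance from insulin aggregation driven by PDI reduction with DTT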
Target sequence (P07237 whole entry, looked up): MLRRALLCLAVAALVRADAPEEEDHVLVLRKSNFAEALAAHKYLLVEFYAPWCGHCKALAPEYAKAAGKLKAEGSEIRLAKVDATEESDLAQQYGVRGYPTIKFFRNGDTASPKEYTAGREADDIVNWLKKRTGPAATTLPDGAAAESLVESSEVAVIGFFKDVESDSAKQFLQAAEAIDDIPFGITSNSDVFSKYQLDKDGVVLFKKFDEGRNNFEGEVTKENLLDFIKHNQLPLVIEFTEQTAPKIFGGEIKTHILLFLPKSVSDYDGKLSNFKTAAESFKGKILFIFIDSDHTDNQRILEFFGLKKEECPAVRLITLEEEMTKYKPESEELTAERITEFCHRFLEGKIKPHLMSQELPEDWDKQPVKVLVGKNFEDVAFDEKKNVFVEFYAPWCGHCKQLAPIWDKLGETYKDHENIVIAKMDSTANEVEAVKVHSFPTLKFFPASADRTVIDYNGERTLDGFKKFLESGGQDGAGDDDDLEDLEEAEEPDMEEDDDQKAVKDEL
NR2E3 ag-1: activates human NR2E3 receptor; Q9Y5X4; CHO-S Gal4-NCOR/VP16-NR2E3 two-hybrid, luciferase; inhibition of corepressor binding, % at 3.98 µM; hit rate 0.35% among 360,000; AID 602229;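 active = inhibition above the mean of all tested compounds plus 3 SD, cut at about 70% in these data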;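 also: 0% = DMSO with NR2E3 transfected cells and 100% = cells lacking NR2E3 construct; higher means lower luciferase signal from less NR2E3 corepressor binding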
Target sequence (Q9Y5X4 whole entry, looked up, the tested form may be a part): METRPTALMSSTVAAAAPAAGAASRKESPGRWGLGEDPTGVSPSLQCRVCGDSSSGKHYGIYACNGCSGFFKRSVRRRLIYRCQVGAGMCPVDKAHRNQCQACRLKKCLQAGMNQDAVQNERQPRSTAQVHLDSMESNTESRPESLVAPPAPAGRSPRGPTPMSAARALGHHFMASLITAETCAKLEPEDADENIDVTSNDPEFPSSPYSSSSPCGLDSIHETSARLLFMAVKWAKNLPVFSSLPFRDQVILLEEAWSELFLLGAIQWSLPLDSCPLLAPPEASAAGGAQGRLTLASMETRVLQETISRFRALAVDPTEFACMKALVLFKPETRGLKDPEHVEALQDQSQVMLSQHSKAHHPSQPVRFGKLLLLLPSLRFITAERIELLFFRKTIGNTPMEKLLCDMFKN
CaV13 FRET inh: Disruptors of the CACNA1D IQ motif to Ca2+-dependent inactivation inhibitor domain association, primary screening, Förster resonance energy transfer in intact living …; HEK cells, CFP/YFP FRET ICDI-IQ, plate reader, 10 min; percent FRET-ratio fall versus neutral wells; inhibition, % at 12.3 µM; hit rate 0.098% among 340,000; AID 743397;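 active = mean replicate inhibition of at least 30% and at least 1% of replicates passing that level; inconclusive = only one of the two criteria is met; inactive = neither criterion is met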;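 also: 0% = median of the neutral control wells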
Vif inh: inhibitors of HIV Vif | HEK293T cells, Vif self-association by quenched fluorescence, imaging, 24 h | inhibition, % at 7.49 µM | hit rate 0.35% among 340,000 | AID 602346; in the data active = inhibition above about 50%, passing the limit was not always enough; inconclusive = no clear call, values can overlap the other calls; inactive = below about 31%; also: some results filed as inactive read as strong as hits
NR2E3 ag-2: NR2E3 (human) agonism; Q9Y5X4; GST-NR2E3/biotin-RetCOR TR-FRET, 1536-well; inhibition of corepressor binding, % at 4.78 µM; hit rate 0.12% among 320,000; AID 2300;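 active = percent inhibition above the cutoff of mean plus 3 SD of all tested compounds, set per screening campaign, cut at about 20% in these data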;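 also: 0% = DMSO wells and 100% = biotin wells as full block of FRET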
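system = GST-tagged NR2E3 plus biotinylated RetCOR corepressor | input = 1.35 nM GST-NR2E3 | also added = 7 nM biotin-RetCOR | schedule = 5 h incubation at 4 °C | measured by = TR-FRET with europium anti-GST and streptavidin-D2, 340 nm excitation | read-out = percent loss of FRET ratio relative to control wells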
* marks the source's active call; other numbers are inactive results; u = inconclusive; x = not tested or not shown.

SMILES	Peg3 promoter	aDG glyco act	MITF TRPM1 inh	HIF-2a block	hiPSC survival	Exocytosis inh	PDI turbidity	NR2E3 ag-1	CaV13 FRET inh	Vif inh	NR2E3 ag-2
Cc1ccc(C2C(C(=O)c3cc4ccccc4o3)=C(O)C(=O)N2CCN2CCOCC2)o1 (configuration not stated)	-133.5	0.1	6.4	-113.6	0.1	-1.4	-5.1	-7.2	x	3.0	12.9
COc1ccc(NC(=O)c2ccc(Br)c(S(=O)(=O)N3CCOCC3)c2)cc1	19.9	0.0	8.2	-8.3	0.3	0.7	6.9	-0.2	-2.7	-11.1	2.6
C=CCn1c(SCC(=O)N2CCCCC2)nc(O)cc1=O	-7.7	0.1	-4.9	2.4	-0.1	1.2	1.0	4.4	-8.4	1.9	0.6
O=C(Cc1cccs1)NCCc1ccc(F)cc1	-6.5	-0.1	-4.2	0.4	0.0	-13.1	2.3	-17.0	-5.8	1.2	1.3
O=C(c1ccc(F)cc1)N1CCN(c2ccc([N+](=O)[O-])c(N3CCOCC3)c2)CC1	21.6	-0.1	-4.1	13.4	1.6	-2.5	-11.8	-4.2	-4.2	-8.8	2.1
O=C(Cc1ccccc1F)NNC(=O)c1ccncc1	10.9	0.9	-3.3	5.6	0.0	-1.4	6.6	16.0	-6.3	0.2	-2.8
Cc1nc2cc(NC(=O)NCc3ccco3)ccc2o1	5.3	0.0	0.2	15.8	-0.7	3.4	-3.2	5.5	-7.1	11.4	0.0
CCC(C(=O)OCC(=O)Nc1cccc(OC)c1)c1ccccc1 (configuration not stated)	-21.9	0.1	7.4	8.5	-0.6	1.4	-2.4	7.7	-4.4	-13.1	3.7
CCc1c(O)nc(SCC(=O)N2CCc3cc(OC)c(OC)cc3[C@@H]2C)[nH]c1=O	5.7	0.0	-11.0	-0.8	1.2	-3.9	x	-21.7	x	14.8	-0.3
O=c1c2ccccc2sn1-c1ccc(Cl)cc1	-128.2	0.8	x	-240.3	-2.2	79.2*	0.1	54.9	-9.3	-10.7	x
Cc1nc(-c2ccc(F)cc2)c(CC(=O)Nc2ccc(C)c(S(=O)(=O)N3CCOCC3)c2)s1	12.0	0.1	0.8	18.7	0.8	-32.1	1.3	6.1	x	0.2	-0.2
O=c1[nH]c(O)c(N=Nc2ccc(Cl)c(S(=O)(=O)Nc3ccccc3Cl)c2)c(=O)[nH]1	-4.0	-0.2	16.8	10.7	0.3	-4.9	1.0	1.9	-2.6	4.3	x
COC(C[C@@H](O)[C@@H](C)[C@@H](O)COCc1ccccc1)OC	8.2	0.0	-12.1	-1.3	7.5	8.8	-0.9	19.6	-10.8	-16.2	x
Cc1nnc(SCC(=O)N/N=C/c2cn(-c3ccccc3)nc2-c2ccc(F)cc2)n1-c1ccccc1	23.4	0.0	3.8	-7.3	4.3	-1.0	-16.7	0.5	x	2.3	0.1
COc1cc(/C=C2/NC(=O)N(Cc3ccccc3F)C2=O)cc(OC)c1OC	0.5	0.8	6.8	16.9	-0.2	0.5	-8.5	-8.8	-4.8	-3.1	0.7
CCc1cc(C(=O)Cc2cnn(-c3ccccc3)c2)c(O)cc1O	14.6	-0.1	-15.7	-18.8	1.0	-0.5	8.6	36.6	-3.7	-2.8	-3.1
O=C(Cc1ccc(S(=O)(=O)N2CCOCC2)s1)N1CCN(c2cccc(C(F)(F)F)c2)CC1	15.0	5.4	16.3	17.9	-0.3	0.1	10.6	71.8*	x	-7.7	-0.8
Cc1cccc(NC(=O)c2ccc3c(c2)C(=O)N(c2ccccn2)C3=O)c1C	23.0	-0.1	8.3	11.8	1.0	5.6	3.4	-7.4	-2.5	9.9	-1.6
COCCn1c(=S)[nH]c2cc(C(=O)N3CCCC(C)C3)ccc2c1=O (configuration not stated)	-3.8	0.9	8.4	25.3	-0.2	-1.8	-2.5	43.6	-6.7	-7.5	-2.7
Cc1cccc(C(=O)Nc2nnc(-c3cccnc3)o2)c1	-5.0	0.5	-5.9	4.1	0.3	-1.4	-3.0	-19.7	-6.9	-4.8	-2.0
CCc1cc2c(=O)nc3n(c2s1)Cc1ccccc1/C3=C(/O)c1ccccc1Cl	-107.8	-0.5	-7.0	-98.1	1.2	-4.5	1.0	47.5	-11.2	6.6	4.5
Cc1ccc(-c2nc(CS(=O)CC(=O)NC3CCCCC3)c(C)o2)cc1 (configuration not stated)	18.3	-0.3	7.3	-0.1	-0.2	36.4	10.5	-17.7	-15.7	0.4	3.4
O=C(CCc1ccc(Oc2cc([N+](=O)[O-])cc([N+](=O)[O-])c2)cc1)N1CCCCC1	26.2	3.3	8.2	13.7	3.6	-4.1	3.1	39.2	-5.2	13.7	1.8
COc1ccc(C(=O)Nc2cccc(-c3nc4ncccc4o3)c2C)cc1	-0.6	-0.1	3.6	-23.3	2.4	-8.3	2.2	-26.7	-5.6	u	1.6

Compound profiles, as listed above. Order of screens: Peg3 promoter | aDG glyco act | MITF TRPM1 inh | HIF-2a block | hiPSC survival | Exocytosis inh | PDI turbidity | NR2E3 ag-1 | CaV13 FRET inh | Vif inh | NR2E3 ag-2
`Cc1nnc(SCC(=O)N/N=C/c2cn(-c3ccccc3)nc2-c2ccc(F)cc2)n1-c1ccccc1` as listed: 23.4 | 0.0 | 3.8 | -7.3 | 4.3 | -1.0 | -16.7 | 0.5 | x | 2.3 | 0.1
`COc1ccc(C(=O)Nc2cccc(-c3nc4ncccc4o3)c2C)cc1` as listed: -0.6 | -0.1 | 3.6 | -23.3 | 2.4 | -8.3 | 2.2 | -26.7 | -5.6 | u | 1.6
`Cc1cccc(NC(=O)c2ccc3c(c2)C(=O)N(c2ccccn2)C3=O)c1C` as listed: 23.0 | -0.1 | 8.3 | 11.8 | 1.0 | 5.6 | 3.4 | -7.4 | -2.5 | 9.9 | -1.6
`COc1cc(/C=C2/NC(=O)N(Cc3ccccc3F)C2=O)cc(OC)c1OC` as listed: 0.5 | 0.8 | 6.8 | 16.9 | -0.2 | 0.5 | -8.5 | -8.8 | -4.8 | -3.1 | 0.7

New compounds follow.
SMILES	Peg3 promoter	aDG glyco act	MITF TRPM1 inh	HIF-2a block	hiPSC survival	Exocytosis inh	PDI turbidity	NR2E3 ag-1	CaV13 FRET inh	Vif inh	NR2E3 ag-2
O=C(CC(NC(=O)c1ccccc1Cl)c1ccccc1)NC1=NCCS1 (configuration not stated)	18.1	0.2	6.1	-14.0	-0.7	4.8	2.6	-12.4	-2.1	9.2	-0.9
CC1(C)C(c2cccs2)=NC(c2ccccc2)N1O (configuration not stated)	-18.7	0.0	-14.8	-35.1	-1.4	1.6	4.9	-18.9	-8.2	-0.6	-0.8
CC(=O)OC(C(=O)NCc1ccc(F)cc1)c1ccccn1 (configuration not stated)	5.8	-0.1	-5.8	8.4	1.1	-3.5	8.5	-0.7	x	x	0.2
CCOc1cc(/C=C2/COc3ccccc3C2=O)ccc1OCC(=O)N(C)C	16.1	0.1	-9.1	15.7	-2.0	-4.4	11.9	3.7	-6.9	-4.3	x
COc1ccc(NC(=O)N(C)C[C@H]2OCc3cn(nn3)CCCC(=O)N([C@@H](C)CO)C[C@@H]2C)cc1	0.6	-0.2	x	8.3	-1.9	6.8	-3.1	-24.3	-6.5	-1.2	x
CCn1nc(C)c(CNC(=O)c2cc(COc3ccccc3SC)on2)c1C	-52.3	0.4	5.8	-78.5	0.3	-2.5	-3.6	23.7	-6.7	0.0	-3.6
CC1=CC(=O)N(c2ccc(C)cc2)C1c1ccc(Cl)cc1 (configuration not stated)	8.1	-0.1	13.2	3.7	1.2	0.5	-4.8	4.6	-13.1	15.1	1.6
COc1ccc(Cl)cc1NC(=O)CSc1nnc(CNC(=O)c2ccco2)o1	14.0	0.1	7.7	12.1	4.2	-0.6	-3.2	11.8	2.2	0.7	1.3
O=C(CCc1ccc(O)c(O)c1)NNC(=S)NCCc1ccccc1	16.3	0.1	-6.1	20.1	-1.4	-0.1	-5.9	5.7	-2.9	1.3	-3.2
COC(=O)c1ccccc1CCC(C)=O	-11.2	0.5	7.9	7.1	2.5	-1.2	9.1	-14.3	-5.5	-1.5	2.5
CCOc1ccc(CCN2C(=O)C(=O)N([C@@H](Cc3ccccc3)CN3CCC[C@H]3CN3C(=O)C(=O)NC[C@@H]3Cc3ccc(O)cc3)C[C@@H]2Cc2ccc(O)cc2)cc1	x	-0.3	x	-15.9	-0.8	-4.9	x	0.1	-3.1	x	x
Cc1cc(NC(=O)Nc2cccc(Cl)c2)n(C(C)(C)C)n1	20.7	0.1	3.6	16.9	-0.5	-2.2	9.0	-17.6	-4.1	-14.3	-1.6
Cc1nc(SCC(=O)Nn2c(-c3ccccc3)nc3ccccc3c2=O)n[nH]1	1.2	0.0	1.3	24.8	4.5	0.4	17.5	-7.6	-0.2	6.4	3.2
COc1ccccc1NC(=O)CSC1=NC(=O)C(NC(C)=O)C(=O)N1 (configuration not stated)	10.6	-0.2	8.9	6.5	-2.1	-4.6	1.2	-11.4	-3.2	-2.9	-1.0
COc1ccc(-c2cc(C(F)(F)F)n3ncc(C(=O)NCc4ccco4)c3n2)cc1	2.0	-0.2	-1.1	11.8	-6.4	-3.2	-1.9	7.0	-3.8	x	-0.8
CCC(C(=O)NC1CCCC1)N(C(=O)Cn1nnc(-c2ccc(OC)c(OC)c2)n1)C1CCCCC1 (configuration not stated)	13.8	-0.1	-1.8	11.7	-2.7	-5.5	-10.8	1.7	-8.3	-0.9	0.5
COc1ccc(NC(=O)c2noc(C(C)C)c2[N+](=O)[O-])cc1	-7.7	-0.1	5.0	-64.0	-2.8	1.2	-60.4	-12.1	-5.1	-2.5	3.7
O=C(CCn1ccc2cc(S(=O)(=O)N3CCCC3)ccc21)NCc1ccccc1F	30.5	0.5	13.1	15.7	-0.4	-5.2	-1.7	-1.4	-2.3	-3.2	2.8
O=C(NC1(C(F)(F)F)NC(=O)N(Cc2ccco2)C1=O)c1cccs1 (configuration not stated)	15.7	-0.5	2.5	10.4	-1.8	-0.7	-6.2	-13.4	-6.4	6.2	3.3
Cc1ccc(NC(=O)c2ccc(NC3=NC4CS(=O)(=O)CC4S3)cc2)cc1 (configuration not stated)	3.3	0.2	-1.2	6.6	-0.1	0.2	-6.2	-13.5	-16.6	0.7	0.3
CCCCNc1nc(=S)n(-c2ccccc2)c(C)c1C(C)=O	113.7*	0.2	64.3*	51.0*	0.3	5.2	2.7	4.6	-2.3	u	3.5
